# MC4R barr agon – MC4R agonists recruiting beta-arrestin, primary screen, cell-based, luminescence, agonist arm of biased-ligand search; Melanocortin receptor 4 (Homo sapiens), P32245; U2OS MC4R beta-arrestin complementation; percent of melanotan II response, DMSO zero; activation, % at 8.9 µM; 360,000 compounds, 0.98% hits; AID 540308, 2011;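 active = activation above a per-plate cutoff, the mean activation of sample wells on that plate plus 3 SD, cut at about 8% in these data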
# Target sequence (P32245 whole entry, looked up): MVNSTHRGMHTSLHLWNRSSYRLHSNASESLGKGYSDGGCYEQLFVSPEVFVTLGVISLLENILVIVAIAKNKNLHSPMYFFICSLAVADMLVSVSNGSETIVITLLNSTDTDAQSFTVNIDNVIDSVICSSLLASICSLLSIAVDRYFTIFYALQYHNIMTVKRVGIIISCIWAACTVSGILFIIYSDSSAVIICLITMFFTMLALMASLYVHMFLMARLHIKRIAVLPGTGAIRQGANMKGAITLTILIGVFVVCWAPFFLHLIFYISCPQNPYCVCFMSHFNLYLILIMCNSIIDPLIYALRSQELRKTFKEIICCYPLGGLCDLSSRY
# HTR2A ag – mouse Htr2a agonists via beta-arrestin recruitment, primary screen, cell-based, luminescence | 5-hydroxytryptamine receptor 2A (Mus musculus), P35363 | 360,000 compounds, 0.66% hits | CHO-K1 mHTR2A beta-arrestin complementation; percent of 30 µM serotonin response | activation, % at 7.6 µM;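 active = activation above a run cutoff, the mean activation of all tested compounds plus 3 SD, cut at about 14% in these data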;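 also: 0% = plate median of compound wells and 100% = 30 µM serotonin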
# Vif inh – HIV Vif self-association inhibitors, primary screen, imaging, HEK293T, single point; inhibition, % at 7.49 µM; HEK293T cells, Vif self-association by quenched fluorescence, 24 h; 340,000 compounds, 0.35% hits; AID 602346, 2012; in the data active = inhibition above about 50%, passing the limit was not always enough; inconclusive = no clear call, values can overlap the other calls; inactive = below about 31%; also: some results filed as inactive read as strong as hits
# MC4R antagonist – MC4R antagonists of cAMP signaling, primary screen, cell-based, TR-FRET, antagonist arm of biased-ligand search; Melanocortin receptor 4 (Homo sapiens), P32245; MC4R-expressing cells, MTII-stimulated cAMP, LANCE TR-FRET; inhibition, % at 6.5 µM; 360,000 compounds, 0.48% hits;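 active = inhibition above its plate's cutoff, the mean of tested wells on that plate plus 3 SD, cut at about 29% in these data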;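 also: 0% = Melanotan II alone and 100% = Melanotan II plus saturating MCL0020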
#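 Material – human MC4R-expressing U2OS cells · Repeats – no replicates · Detection – TR-FRET with Eu-cAMP and labeled anti-cAMP, 671 nm · Times – compound 30 min, challenge 1 h, detection 1 h · Compound – single nominal compound dose of 6.5 µM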
# aDG glyco act – activators of alpha-DG glycosylation, primary screen, uHTS, Pro5-aDG cells, AlphaScreen. alpha-DG glycosylation AlphaScreen (IIH6); 0% Pro5, 100% B10-LARGE cell signal. activation, % at 10 µM. 360,000 compounds, 0.22% hits;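 active = activation of at least 8% versus controls, or a plate z-score of at least 8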;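 also: Pro5 are CHO cells carrying HIG-tagged alpha-DG that lacks glycosylation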
# H9c2 protect – cardioprotection against H2O2-induced cell death, primary screen, uHTS, H9c2 cells, ATPLite luminescence. H9c2 cardiomyocytes, H2O2 injury protection, 2 h. protection from H2O2 cell death, % at 20 µM. 360,000 compounds, 0.63% hits;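 active = compounds giving at least 50% protection of heart cells from peroxide-induced death in the single-dose screen, raw or plate-pattern-corrected value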;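 also: 0% = DMSO wells with peroxide and 100% = DMSO wells without peroxide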
# CaV13 FRET inh – Disruptors of the CACNA1D IQ motif to Ca2+-dependent inactivation inhibitor domain association, primary screening, Förster resonance energy transfer in intact living …; AID 743397; 340,000 compounds, 0.098% hits; HEK cells, CFP/YFP FRET ICDI-IQ, plate reader, 10 min; percent FRET-ratio fall versus neutral wells; inhibition, % at 12.3 µM;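 active = mean replicate inhibition of at least 30% and at least 1% of replicates passing that level; inconclusive = only one of the two criteria is met; inactive = neither criterion is met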;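 also: 0% = median of the neutral control wells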
# ABCB6 inh MLPCN – ABCB6 transporter inhibitors, primary screen, K562-ABCB6 cells, flow cytometry, MLPCN library; K562-ABCB6 porphyrin accumulation, 1 h; stronger effect = lower value; ATP-binding cassette sub-family B member 6 (Homo sapiens), Q9NP58; fluorescence ratio to DMSO, % at 10 µM; AID 602162, 2011; 360,000 compounds, 0.19% hits;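 active = fluorescence ratio to DMSO below 75%, the collection mean minus 3 SD; inconclusive = too few cells collected in the well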;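 also: signal is porphyrin accumulated inside mitochondria; 100% equals median channel fluorescence of DMSO control wells; lower ratio means ABCB6 inhibition with less porphyrin fluorescence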
# PDI inh – inhibitors of human PDI, primary screen, biochemical, turbidity, single point, plate reader; Protein disulfide-isomerase (Homo sapiens), P07237; PDI insulin aggregation turbidity, A650, 90 min; inhibition, % at 10 µM; 350,000 compounds, 0.052% hits; AID 588391, 2011;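 active = mean inhibition across replicates of 30% or more, whatever share of single replicates reach that level; inconclusive = mean inhibition below 30% while every single replicate reaches 30%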;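 also: absorbance from insulin aggregation driven by PDI reduction with DTT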
# Target sequence (P07237 whole entry, looked up): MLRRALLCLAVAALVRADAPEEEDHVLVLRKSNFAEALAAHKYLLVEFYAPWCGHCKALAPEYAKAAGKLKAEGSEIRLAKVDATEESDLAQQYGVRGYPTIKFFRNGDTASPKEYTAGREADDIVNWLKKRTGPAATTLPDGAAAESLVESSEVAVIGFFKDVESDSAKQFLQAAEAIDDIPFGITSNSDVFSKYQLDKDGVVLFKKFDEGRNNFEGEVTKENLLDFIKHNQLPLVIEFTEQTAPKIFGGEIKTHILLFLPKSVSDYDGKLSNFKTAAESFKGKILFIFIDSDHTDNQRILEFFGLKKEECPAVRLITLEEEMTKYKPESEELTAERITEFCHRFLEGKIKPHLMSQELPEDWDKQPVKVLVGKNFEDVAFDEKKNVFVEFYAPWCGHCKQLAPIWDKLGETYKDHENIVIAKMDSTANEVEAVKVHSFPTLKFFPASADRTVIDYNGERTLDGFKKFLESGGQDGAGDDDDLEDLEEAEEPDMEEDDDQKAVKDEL
# N-glyco inh – increase of ERlucT glycosylation luciferase signal, primary screen, N-linked glycosylation inhibitor project, D54 ERlucT cells, luminescence, set 2; D54 ERlucT glycosylation luciferase reporter, 24 h; percent of 100 nM tunicamycin response; reporter increase, % at 12.5 µM; 360,000 compounds, 0.23% hits;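 active = mean luciferase reporter signal, scaled so untreated is 0 and the glycosylation-blocking control 100, at or above a set limit in every replicate; inconclusive = mean reaches the limit but not every replicate does; inactive = mean below the limit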;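 also: luciferase carries N-glycosylation sites so blocking glycosylation raises the light; 0% = median of neutral control wells and 100% = median of 100 nM tunicamycin wells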
# * hit, by the source's call; ? = inconclusive; . = not tested or not shown.
compound	MC4R barr agon	HTR2A ag	Vif inh	MC4R antagonist	aDG glyco act	H9c2 protect	CaV13 FRET inh	ABCB6 inh MLPCN	PDI inh	N-glyco inh
CC(=O)c1c(O)c2ccccc2n(C2CCCCC2)c1=O	1.0	2	-2	-13	-0.5	-9	2	93	-1	-2
NC(=O)C1CCCN(CC(=O)Nc2cc(S(=O)(=O)N3CCOCC3)ccc2N2CCCC2)C1 (stereo not drawn)	0.0	1	11	9	-0.2	-2	-2	98	-5	1
COCC(=O)Nc1nnc(-c2ccc(C(C)(C)C)cc2)s1	0.2	6	18	0	-0.1	-12	-14	94	7	-13
O=C(C1CCN(c2ccc(N3CCOCC3)nn2)CC1)N1CCN(c2ccc(F)cc2)CC1	0.2	5	-7	16	0.2	-2	.	96	-2	0
COc1nc(NCc2cccnc2)nc(OC)n1	-0.7	1	-4	9	-0.1	-5	.	101	-7	2
O=C(Cn1[nH]c(=O)c2ccccc2c1=O)NCC1COc2ccccc2O1 (stereo not drawn)	0.1	-3	9	4	-0.2	57*	-14	102	2	-3
CC1CCN(S(=O)(=O)N2CCCC(C(=O)NCc3ccccc3Cl)C2)CC1 (stereo not drawn)	-3.6	-2	-10	9	0.8	-4	-15	97	5	0
CCCCC[C@@H]1CCCCC[C@@H](O)C[C@@H](O)[C@@H](O)/C=C/C(=O)O1	.	0	.	.	-0.2	.	-9	117	.	.
COc1ccc(CNC(=S)NC2CCCCC2)cc1	-3.0	0	.	-4	0.1	0	.	86	9	.
CCCC(=O)N(c1ccc2oc(=O)sc2c1)S(=O)(=O)c1cccs1	0.1	4	3	3	0.2	46	-3	88	5	5
CCN(CC)CCN(Cc1cc2cc(C)cc(C)c2[nH]c1=O)C(=S)NCc1ccco1	0.5	2	-2	-8	0.0	2	-7	99	-3	1
O=C1OC(c2ccccc2)(c2ccc(O)cc2)c2ccccc21 (stereo not drawn)	55*	-4	-7	4	-0.2	-1	-6	99	2	-1
O=C(CCNC(=O)Cn1cnc2ccccc2c1=O)NCC1CCCO1 (stereo not drawn)	0.8	-4	?	2	0.3	5	-2	100	-1	0
O=C(Cn1cnc2ccccc2c1=O)NCc1ccc2c(c1)OCO2	-1.2	0	5	3	0.0	1	.	104	11	3
CCCC(C(=O)NC1CCCC1)N(C(=O)Cn1nnc(-c2ccc(C)o2)n1)c1ccccc1OC (stereo not drawn)	-0.5	-2	-4	7	-0.2	0	-7	109	6	-1
COc1ccc(OC)c(C2CC(=O)C3=C(C2)NC(=O)CC3c2ccc(O)c(OC)c2)c1 (stereo not drawn)	0.3	-1	1	7	-0.2	-2	-7	98	-12	1
Cc1cc(NC(=O)/C=C/c2cccc(Cl)c2)n(-c2nc3ccccc3[nH]2)n1	-1.4	-1	0	-6	-0.1	15	-2	91	9	5
COc1ccc(OC)c(C(C)NC(=O)C(C)Cc2ccccc2)c1 (stereo not drawn)	-0.5	4	-4	-3	0.0	4	-21	102	-3	1
Cc1c(CCC(=O)NCCCCCC(=O)O)c(=O)oc2cc3occ(-c4ccccc4)c3cc12	-0.4	2	0	15	0.0	-1	-20	102	3	3
COc1ccc(C2C(O)C(c3c[nH]c4ccccc34)=NN2C(=O)CCl)cc1 (stereo not drawn)	16*	-4	6	12	-0.2	-9	-21	101	5	-19
CC1CCc2sc(C(=O)N(C)CC(=O)Nc3ccc(N4CCOCC4)cc3)cc2C1 (stereo not drawn)	-4.0	-7	.	1	0.0	-4	-3	98	-2	-1
Cc1occc1-c1nnc(SCC(=O)c2ccc3c(c2)OCCO3)n1CC1CCCO1 (stereo not drawn)	-0.4	2	0	4	-0.1	1	-5	98	9	-1
CCC1CCCCN1CCCNC(=O)c1ccc(CS(=O)(=O)c2ccc(Br)cc2)o1 (stereo not drawn)	-1.7	-4	-5	11	-0.5	5	-3	100	2	0
Cc1ccc2[nH]c(=O)c(CN(Cc3ccccc3)Cc3nnnn3C3CCCC3)cc2c1	2.1	-4	1	-2	0.5	-5	.	101	12	2
Cn1nnc(NC(=O)CSc2ncn[nH]2)n1	0.5	-1	4	10	-0.1	14	-5	100	2	1
O=C1CN(c2ccc(F)cc2)C(=S)N1c1ccccc1	-0.6	6	-13	5	-0.1	0	-19	99	-45	3
CN1CCN(c2ccccc2NC(=O)c2ccc(N3CCCC3)c([N+](=O)[O-])c2)CC1	-2.0	-8	5	-1	0.1	9	-4	94	-6	3
Cc1cnc(C(=O)NC2CC(C)(C)Cc3c2cnn3-c2cccc(F)c2)cn1 (stereo not drawn)	-3.4	3	-8	-6	0.0	-2	-8	90	-6	-1
COc1cccc(NC(=O)c2oc3ccccc3c2NC(C)=O)c1	-3.0	-1	-8	5	0.2	2	-6	103	20	-1
COc1cccc2cc(-c3cn4ccc(C)cc4n3)c(=O)oc12	-2.0	-1	0	-6	0.0	6	-9	96	-3	0
Cc1[nH]c(C)c(S(=O)(=O)N2CCCCC2)c1C(=O)N1CCCC1	-0.9	-5	6	6	0.7	7	-3	100	2	0
CC12CCC(=O)C=C1CCC1C2C(=O)CC2(C)C1CCC2(O)C(=O)CO (stereo not drawn)	1.9	-3	2	7	-0.1	-2	-4	102	1	4
Cc1cc(-c2nn(-c3ccccc3F)cc2CN2CCCC(O)C2)c(C)s1 (stereo not drawn)	2.1	0	-3	3	-0.1	-4	2	100	0	1
CCOc1ccc(Oc2ccc(Cl)cc2NC(=O)C2=COCCO2)cc1	-1.1	0	-5	6	-0.2	-11	-6	97	3	-5
COc1ccc(/C=N/NC(=O)c2ccncc2)cc1CSc1nc2ccccc2s1	-2.1	-3	3	3	0.0	7	-3	97	-1	-3
O=C(NCc1ccco1)/C(=C/c1ccco1)NC(=O)c1ccccc1	-1.2	3	10	4	0.0	-2	-3	99	1	0
CCOc1ccc(OCC)c(S(=O)(=O)n2cnc(C)c2)c1	-1.0	-6	0	-4	0.1	6	-3	101	10	0
COc1ccc(CCNC(=O)CN(c2ccccc2OC)S(C)(=O)=O)cc1OC	-0.5	-1	4	0	-0.1	5	-8	99	8	2
Cc1ccsc1CN1CCC(C(=O)NCc2ccccc2Cl)CC1	-1.1	7	5	9	0.4	6	-4	101	-1	4
CC(C)Oc1ccc(CCC(=O)NNC(=O)CCC(=O)O)cc1	-1.9	-3	-1	5	0.1	0	-18	98	-6	1
CCOC(=O)c1cc(CC)sc1NC(=O)c1ccc(N2CCOCC2)c([N+](=O)[O-])c1	-1.7	3	26	11	-0.2	-12	-8	97	6	1
O=C(Cn1cc([N+](=O)[O-])cn1)N1CCc2ccccc2C1	-2.0	10	-9	1	0.1	-6	-15	97	-7	2
COc1ccccc1OCCn1cc(C(=O)C(C)C)c2ccccc21	-0.1	7	0	1	0.3	2	-9	94	0	0
CC(C(=O)NC1CCS(=O)(=O)C1)N1C(=O)/C(=C/c2ccc(Cl)cc2)SC1=S (stereo not drawn)	-1.7	3	0	-4	-0.2	-7	-8	101	-7	2
NC(=O)CSc1nccn1Cc1ccccc1	-2.7	2	9	-3	-0.2	3	-2	98	-8	1
CCOc1ccc(N(CC(=O)NC2CC3CCC2C3)S(=O)(=O)c2ccc(C)cc2)cc1 (stereo not drawn)	1.1	-1	-10	-3	-0.1	6	-7	95	-1	-4
CC(=O)Nc1ccc(S(=O)(=O)NCC2CCCO2)cc1 (stereo not drawn)	-1.5	1	-3	18	0.0	4	-5	91	-11	2
Cc1cccc(Cn2c(N3CCN(C)CC3)nc3c2c(=O)n(C)c(=O)n3C)c1	0.3	4	13	5	0.2	2	-8	101	0	0
CN1CCN(S(=O)(=O)c2ccc(NC(=O)Cc3cccs3)cc2)CC1	1.0	-2	.	7	0.1	-4	-7	92	-1	-3
COc1cc(NC(=O)c2cc3nc(C4CC4)cc(C(F)(F)F)n3n2)c(OC)cc1Cl	2.7	8	17	-3	0.1	-3	-4	107	-7	-2
CC(C)COP(=O)(c1ccc(N(C)C)cc1)C(O)c1ccccc1F (stereo not drawn)	-0.3	-2	22	0	0.3	2	-3	85	-5	1
CCCn1c(NC(=O)C2COc3ccccc3O2)nc2ccccc21 (stereo not drawn)	-1.1	5	4	-4	1.0	29	-4	96	7	1
CCOC(=O)[C@@H]1[C@H]2COc3ccccc3[C@@H]2N2C(=O)N(c3ccc(C(F)(F)F)cc3)C(=O)[C@]12C	0.2	-3	-11	1	0.4	3	-10	95	-4	-2
Cc1c(C(=O)N2CCN(c3ccccn3)CC2)oc2ccccc12	-1.2	-2	-4	13	0.3	5	-5	97	0	0
COc1ccc(C2C(C(N)=O)=C(C)Nc3nc(-c4ccccc4)nn32)cc1OC (stereo not drawn)	-2.6	-3	6	-1	0.0	4	-15	95	.	13
O=C(CN1C(=O)C2C3CC(C(Br)C3Br)C2C1=O)N1CCN(Cc2ccccc2)CC1 (stereo not drawn)	-0.6	3	7	1	0.0	14	-5	105	-3	2
CCN(Cc1ccccc1)C(=O)Cn1c(=O)n(CCC(=O)N2CCCCC2)c(=O)c2sccc21	-1.2	4	-2	11	0.4	0	-16	106	-1	2
Clc1ccc2c(N/N=C/c3ccccc3Br)ccnc2c1	5.9	-3	-2	15	0.5	-15	-4	94	-7	-4
Cc1nccn1CC(O)COc1ccc(Cl)cc1Cl (stereo not drawn)	-0.5	1	5	3	1.0	-12	-2	100	-21	-3
COCC(C)NC(=O)c1ccc2nc(-c3ccccc3)c(-c3ccccc3)nc2c1 (stereo not drawn)	-0.7	4	-8	1	0.1	14	-3	99	2	1

# Source: PubChem BioAssay (several laboratories)
